From PubChem
GASC-1 inh – inhibitors of GASC-1 histone demethylase, primary screen, biochemical, fluorescence, DELFIA europium; Lysine-specific demethylase 4C (Homo sapiens), Q9H3R0; GST-JMJD2C(1-420) H3K9me3 demethylation; inhibition, % at 2.35 µM; hit rate 0.069% among 330,000; AID 2099, 2009;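 active means more than half of a compound's replicate wells show inhibition beyond 50%, single wells judged on their own value; inconclusive means some, but no more than half, of replicates pass 50% inhibition; inactive means no replicate passes 50% inhibition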;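 further: signal counts dimethyl H3K9 product captured on neutravidin plate; 0% = median of DMSO wells and 100% = 0.3 times that DMSO median; strong numbers were not always called active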
Target sequence (Q9H3R0 1-420 limits assumed): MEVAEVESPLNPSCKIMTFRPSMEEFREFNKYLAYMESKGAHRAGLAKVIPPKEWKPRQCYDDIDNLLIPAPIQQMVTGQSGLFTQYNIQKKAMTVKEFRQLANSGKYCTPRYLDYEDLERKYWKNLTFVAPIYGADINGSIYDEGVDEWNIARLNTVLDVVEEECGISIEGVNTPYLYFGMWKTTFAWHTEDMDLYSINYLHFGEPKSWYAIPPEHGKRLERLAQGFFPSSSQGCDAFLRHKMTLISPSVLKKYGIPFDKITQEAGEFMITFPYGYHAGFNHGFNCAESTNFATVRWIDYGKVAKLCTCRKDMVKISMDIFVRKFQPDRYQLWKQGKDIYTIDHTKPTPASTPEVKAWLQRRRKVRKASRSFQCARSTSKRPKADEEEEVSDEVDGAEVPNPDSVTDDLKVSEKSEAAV
Starred values were filed as active, the others as inactive; i = inactive; ? = inconclusive.

SMILES	GASC-1 inh
CC(=O)NS(=O)(=O)c1ccc(NC(=O)c2ccc3c(c2)OCO3)cc1	0.7
O=S(=O)(c1ccc(S(=O)(=O)N2CCN(Cc3ccccc3)CC2)cc1)N1CCOCC1	?
CCCCn1c(SCc2cc(=O)[nH]c3ccccc23)nc2c1c(=O)n(C)c(=O)n2C	150.9
NC(=O)CC(NC(=O)Cc1ccc(Br)cc1)c1ccc(NCCc2ccc(Cl)cc2)c([N+](=O)[O-])c1 (centres undefined)	-20.1
O=[N+]([O-])c1ccc(/C=N/Nc2ncc(-c3ccccc3)cn2)cc1	-24.5
CC1(C)N([O-])C2=C(CCCC2)[N+]1=O	11.6
COc1ccc(S(=O)(=O)NCC2CCC(C(=O)N3CCC4(CC3)OCCO4)CC2)cc1 (centres undefined)	-2.3
CCc1ccc(NC(=O)N2CCN(c3ccc(F)cc3)CC2)cc1	7.5
COc1ccccc1-n1cnc2c(c1=O)c1nc3ccccc3nc1n2-c1ccc(C)c(C)c1	-2.1
O=C(N/N=C/c1ccc(COc2ccc(Br)cc2)o1)c1ccc2c(c1)OCO2	10.0
COC(=O)c1cc(=O)c2ccc(OC)cc2o1	8.4
Nc1cccnc1Sc1ccc([N+](=O)[O-])cn1	-6.9
CCCC(=O)n1nc(-c2cccnc2)nc1NCc1ccc(OC)cc1	-22.8
Cc1ccc(NC2=C(Cl)C(=O)OC2OC(=O)c2ccccc2C)cc1 (centres undefined)	-26.4
O=C(O)CCCN1C(=O)/C(=C\c2ccco2)SC1=S	-13.1
O=S(=O)(c1ccc(Cl)c(Cl)c1)c1snnc1-c1ccccc1	-3.8
Cc1oncc1C(=O)Nc1cccc2ccccc12	5.4
Cc1nn(C(=O)C(C)N2C(=O)c3ccccc3C2=O)c(C)c1Br (centres undefined)	-5.7
CC(Cc1ccccn1)NC(=O)c1ccc(OC2CCN(CCc3ccccc3)CC2)cc1 (centres undefined)	-1.1
O=C(O)c1ccc(CN2C(=O)c3cccc4c([N+](=O)[O-])ccc(c34)C2=O)cc1	0.4

Molecules from the list above containing a furan ring, fused or not, in the order listed:
SMILES	GASC-1 inh
O=C(N/N=C/c1ccc(COc2ccc(Br)cc2)o1)c1ccc2c(c1)OCO2	10.0
O=C(O)CCCN1C(=O)/C(=C\c2ccco2)SC1=S	-13.1

(cont.)
SMILES	GASC-1 inh
CCc1nnc(SCc2ccc(CSc3nnc(CC)n3N)cc2)n1N	6.7
CCNc1nc(SCC(N)=O)nc2sc3c(c12)CCN(C)C3	-9.3
Cc1ccc2c(c1)C1(C(=O)N2)N2CCCC2C(C(=O)c2ccc3ccccc3c2)C12C(=O)Nc1ccccc12 (centres undefined)	-14.4
CC(=O)c1cc(-c2ccccc2)n(CC(=O)N2CCC(N3CCCCC3)CC2)c1C	11.2
CN(C)c1cccc(NC(=O)NC2(C)CCS(=O)(=O)C2)c1 (centres undefined)	-16.0
Cc1ccc(C2CC(=O)C(C=NCCN3CCN(CC(=O)Nc4cc(C)cc(C)c4)CC3)=C(O)C2)cc1 (centres undefined)	3.6
C#CCOCCOCCOCCNc1nc(N2CCN(C(=O)[C@H]([C@@H](C)CC)n3cc([C@@H](N)CC(C)C)nn3)CC2)nc(N2CCN(C(=O)[C@H](Cc3cc4ccccc4[nH]3)n3cc([C@@H](N)C(C)CC)nn3)CC2)n1 (some centres undefined)	53.7
COc1ccc(Cl)cc1NC(=O)CSc1nc(NS(=O)(=O)c2ccccc2)cc(=O)[nH]1	-27.9
Cc1ccccc1N1CCN(C2CCCN(C(=O)c3cn4cccc(C)c4n3)C2)CC1 (centres undefined)	0.4
Cc1n[nH]c(=S)c2nn(-c3cccc(Cl)c3)c(C)c12	-2.5
O=C1NCCCN1Cc1ccc(F)cc1Cl	-17.2
COc1ccccc1Oc1ccc2c(c1)C(=O)N(c1cccc3ncccc13)C2=O	-1.6
COc1ccc(C2CC(=O)C(C=NCCN3CCNCC3)=C(O)C2)cc1OC (centres undefined)	9.5
COC(C[C@H](O)C[C@@H](O)COCc1ccccc1)OC	i
Cc1ccccc1Nc1scc(-c2ccc(Cl)cc2)[n+]1-c1ccccc1C	-1.8
N#Cc1ccccc1NC(=O)CSc1nnc(-c2ccc(F)cc2)n1-c1ccccc1	18.8
CCCNC(=O)c1ccccc1NC(=O)c1ccccc1N(C)S(=O)(=O)c1ccc(C)cc1	18.2
O=C(NCCOc1ccccc1F)C1CCC(=O)N(CC2CCCCC2)C1 (centres undefined)	2.7
CCC(=O)NC(c1ccc(OC)c(OC)c1)c1cc(Cl)c2cccnc2c1O (centres undefined)	-11.1
COc1ccccc1CC(NC(C)=O)C(=O)NC1CCN(S(=O)(=O)c2ccccc2)CC1 (centres undefined)	-15.8
O=C(c1c[nH]c(C(=O)N2CCN(c3ccccc3F)CC2)c1)c1cccc(Cl)c1Cl	43.2
CN1CCN(c2ccc(Cl)cc2NC(=O)c2nn(-c3ccccc3)c(=O)c3ccccc23)CC1	4.6
NC(=NCc1ccc2c(c1)OCO2)NC(=O)c1ccccc1	-32.1
CCCCN(C(=O)c1cccc2c(=O)c(C)c(-c3ccccc3)oc12)c1ccccc1	-9.9
CN1CCN(c2ccc(-c3ccc4ccccc4n3)cc2)CC1	-32.1
c1ccc(N=Nc2cn[nH]c2-c2ccco2)cc1	23.2
COc1ccc(C(=O)NC2CC2)cc1OC1CCN(Cc2ccc(NC(C)=O)cc2)CC1	-13.6
CN(Cc1cccc2cnccc12)C(=O)c1cc(COc2ccc(F)cc2F)on1	-7.2
O=C(COC(=O)c1n[nH]c2ccccc12)Nc1cccc(S(=O)(=O)N2CCOCC2)c1	-16.5
Cc1ccc(/C(O)=C2/C(=O)C(=O)N(CCCn3ccnc3)C2c2ccccn2)cc1 (centres undefined)	-38.4
N#Cc1ccc(-c2csc(NC3=NCCCCC3)n2)cc1	27.3
Cc1[nH]c2ccccc2c1C(=O)CCl	-13.1
Cc1ccc(-c2noc(CCC(=O)NC3CCN(Cc4ccccc4)CC3)n2)cc1	-2.0
CN(C)c1c(-c2ccccc2)cc(-c2ccccc2)[nH]c1=O	1.6
CC(=O)NC(=S)Nc1sc2c(c1C#N)CCCCC2	-6.0
O=C(CN1CCSCC1)N1CCc2[nH]c3ccc(Br)cc3c2C1	-15.4
COC(=O)c1ccc(-n2nnnc2SCC(=O)Nc2ccccc2C(=O)OC)cc1	1.0
Cc1ccc(OCC(=O)N/N=C/c2ccccc2)c([N+](=O)[O-])c1	12.0
Cc1ccc(C)n1-c1ccc(C(=O)N2CCC(C(N)=O)CC2)cc1	-1.5
CCCCC(CC)c1nnc(NC(=O)c2cccs2)s1 (centres undefined)	28.3
O=C(COc1ccc(Cl)cc1)Nc1ncc([N+](=O)[O-])s1	-7.0
COc1ccc2c(c1)Sc1ccccc1N2	11.9
CCC(=O)N1CCc2cc(S(=O)(=O)NC(Cc3ccccc3)C(=O)NC3CCCCC3)ccc21 (centres undefined)	-0.8
Cn1c2ccccc2c(=O)c2c(=O)n(C3CCCCCC3)c(C3CCCCC3)nc21	16.2
CC(=O)OC(C)(CCC(C)(OC(C)=O)C(C)=O)C(C)=O (centres undefined)	6.7
CCN(CC)c1ccc(/C=C2/SC(=O)N(C(C)C)C2=O)o1	14.8
Cc1nc(S/C(=C\c2ccc(-c3ccc(C(=O)O)c(Cl)c3)o2)C(=O)O)n[nH]1	-5.9
O=C(CN1CCN(Cc2ccc3c(c2)OCO3)CC1)N1CCc2[nH]c3ccccc3c2C1	-27.8
COc1ccccc1NC(=O)CSc1nnc(C)s1	-11.5
Cc1ccc2c(c1)nnn2C1CCN(C(=O)NC23CC4CC(CC(C4)C2)C3)CC1	10.8

(listing goes on)
SMILES	GASC-1 inh
O=c1[nH]cc(I)cc1I	18.2
Clc1ccccc1CN1CCN(CCCc2ccccc2)CC1	9.5
Cc1cc(C)c(C(=O)CSc2nnc(-c3ccccc3Br)o2)cc1C	-2.3
Cn1c(N)c(C(=O)COC(=O)c2cc(-c3ccco3)nc3ccccc23)c(=O)n(C)c1=O	-12.9
CC1=C/C(=N\NC(=S)Nc2cccnc2)CC(C)(C)C1	-7.6
O=C(O)c1ccc(N/N=C/c2ccc(-c3ccccc3)cc2)cc1	-0.4
S=C1Cc2ccccc2N1	-37.6
COc1ccccc1C(=O)NNC(=O)c1ccc(NC(=O)C(C)C)cc1	-15.5
CCC(=O)Nc1ccc(-c2nc3ccccc3c(=O)o2)cc1	20.0
Cc1ccc(-n2ncc3c(SCC(N)=O)ncnc32)cc1C	5.3

4 of the entries above in order of their number in GASC-1 inh, high to low:
smiles | GASC-1 inh
Cc1ccc(-n2ncc3c(SCC(N)=O)ncnc32)cc1C | 5.3
Cc1cc(C)c(C(=O)CSc2nnc(-c3ccccc3Br)o2)cc1C | -2.3
Cn1c(N)c(C(=O)COC(=O)c2cc(-c3ccco3)nc3ccccc23)c(=O)n(C)c1=O | -12.9
COc1ccccc1C(=O)NNC(=O)c1ccc(NC(=O)C(C)C)cc1 | -15.5

(listing goes on)
SMILES	GASC-1 inh
NC(=O)c1ccccc1N/C=C/C(=O)c1ccc(F)cc1	10.4
CCOC(=O)c1csc(NC(=O)CSc2nnnn2-c2ccc(OCC)cc2)n1	8.4
COc1ccc(NC(=O)c2cnc(C)cn2)c2ncccc12	10.7
O=C(CN1C(=O)C2CCc3[nH]c4ccccc4c3C2C1=O)N1CCCC1 (centres undefined)	12.0
CCCCCCN(C(=O)CCCCCN1C(=O)NC(c2ccc(-c3ccccc3)cc2)C(C(=O)OCc2ccccc2)=C1C)C(C(=O)NCCCC)c1ccccn1 (centres undefined)	-15.8
O=C(c1cccs1)N1CCN(Cc2cn[nH]c2-c2ccc(F)cc2F)CC1	-9.5
Cc1ccc(S(=O)(=O)c2c(C)cc(C)nc2N2CCCCC2)cc1	-7.6
CCOC(=O)/C(=C/c1ccc(N2CCC(c3ccccc3)=N2)cc1)C(C)=O	-14.8
CC1(CC(=O)O)C(=O)N=C2C=CC=CN21 (centres undefined)	-27.5
Cc1ccc(NC(=O)CSc2nnc3ccc(-c4ccncc4)nn23)cc1	-3.3
CCC(C)NC(=O)C(=O)NC1CCCC1 (centres undefined)	36.2
NC(=O)c1nsc(C(=O)N(Cc2ccco2)C(C(=O)NCC2CCCO2)c2ccc(F)cc2)c1N (centres undefined)	-15.5
COc1ccc(/C(C#N)=C/c2cccnc2)cc1	2.3
COCCn1c(SCc2nnc(-c3ccccc3)o2)nc2sc3c(c2c1=O)CCC3	-15.1
Cn1nccc1C(=O)OCC(=O)Nc1ccccc1	2.1
Cc1ccc(C(=O)N[C@@H](C)CN2C3=NC[C@H](C)N3C[C@H]2Cc2ccc(O)cc2)cc1Br	-20.3
CCCc1ccc2oc(C(=O)NCCc3nc(C(=O)OCC)cs3)c(C)c2c1	-14.8
CC1=C(C)C(=O)C(N2CCOCC2)=CC1=O	-21.0
Cc1nc(NC(=O)c2ccccc2)sc1C1(C)CC(c2c(Cl)cccc2Cl)=NO1 (centres undefined)	-1.5
Cc1ccc(C(=O)NC(=S)N2CCN(C)CC2)cc1Br	13.4

The closing 3 compounds of the part above are carried over, then new ones follow:
SMILES	GASC-1 inh
CC1=C(C)C(=O)C(N2CCOCC2)=CC1=O	-21.0
Cc1nc(NC(=O)c2ccccc2)sc1C1(C)CC(c2c(Cl)cccc2Cl)=NO1 (centres undefined)	-1.5
Cc1ccc(C(=O)NC(=S)N2CCN(C)CC2)cc1Br	13.4
Cc1oc2cc3oc(=O)c(CC(=O)NCCC(=O)O)c(C)c3cc2c1C	7.8
CCOc1ccc(N(CC(=O)NC2CCCC2)C(=O)Cn2nnc(-c3ccc(C)o3)n2)cc1	-4.0
CCOC(=O)C1=C(C)NC2=C(C(=O)CCC2)C1c1ccsc1 (centres undefined)	7.6
COc1cc(NC(=O)COc2ccccc2[N+](=O)[O-])ccc1NC(=O)c1cccs1	16.6
C=CCSc1nnc(CSc2nc3sc4c(c3c(=O)[nH]2)CCCC4)n1-c1ccccc1	-0.8
O=C(Nc1cccc(O)c1)c1cccc(S(=O)(=O)N2CCCCCC2)c1	-10.0
Cc1ccc(C(=O)CN2CCN(c3ccccn3)CC2)c(C)c1	0.5
O=C(CNC(=S)N(Cc1ccccc1)Cc1cccs1)NCc1ccc(F)cc1	?
Cc1nn2c3ccccc3nc2n(C)c1=O	-18.3
Cc1cccc(OCC(=O)NNC(=O)CCc2ccccc2)c1	-8.8
Cn1c(=O)c2c(nc(SCC(=O)OCc3ccccc3)n2C)n(C)c1=O	5.5
CCCn1cnc2c(c1=O)c1nc3ccccc3nc1n2Cc1ccccc1OC	-7.6
O=C1NN(c2ccccc2)C(=O)/C1=C/c1ccc(-c2ccc(Cl)c(C(=O)O)c2)o1	-2.3
COc1ccc(S(=O)(=O)NCC(c2cccnc2)N2CCN(c3ccc(F)cc3)CC2)cc1C (centres undefined)	20.4
O=C(CCc1ccccn1)N1CCCC(N2CCN(c3ccc(F)cc3)CC2)C1 (centres undefined)	2.5
COc1ccc(C)cc1N(C(=O)c1snc(C(N)=O)c1N)C(C(=O)NC1CCCCC1)c1ccc(C)o1 (centres undefined)	-12.5
C/C=C/C(=O)Nc1cccc(C2=NOC3(C2)C[C@H](C(N)=O)N(C(=O)c2ccccc2C(=O)c2ccccc2)C3)c1 (some centres undefined)	-1.0
CCCn1c(SCC(=O)c2ccc3c(c2)OCCO3)nc2c1c(=O)n(C)c(=O)n2C	15.4
CC(C)(C)OC(=O)C(Cl)(C(=O)OC(C)(C)C)c1ccc2nnnn2n1	4.8
C=CCNC(=S)N/N=C/c1ccc(C(C)(C)C)cc1	-13.7
C/C(=N\NC(=O)c1cccc2ccccc12)c1ccccn1	5.6
Cc1ccc(O)c(CNc2nc3ccccc3[nH]2)c1	2.8
COC(C[C@@H](O)C[C@H](O)[C@@H](C)OCc1ccccc1)OC	-5.7
COc1ccc(-c2nc(=S)c3ccc4ccccc4c3[nH]2)cc1	3.3
Clc1ccc(COn2ccnc2)cc1Cl	18.9
Cn1c(=O)[nH]c(=O)c2c1nc(OC(=O)c1ccccc1)n2CC(O)COc1ccc(F)cc1 (centres undefined)	-41.7
O=C(NCCCN1CCCC1=O)C1CCN(S(=O)(=O)N2CCOCC2)CC1	-12.6
CC[C@@H]1CC=C[C@H]2[C@H]1C(=O)N(Cc1ccccc1)[C@H]2c1cc(C)ccc1F	-20.0

Some of the compounds tested; rates above refer to the full screens.
